CSN inh = inhibitors of CSN-mediated cullin deneddylation, primary screen, biochemical, fluorescence polarization, uHTS | AID 651999, 2013 | COP9 signalosome complex subunit 5 (Homo sapiens), Q92905 | Purified CSN, SCF-Nedd8-OG deneddylation | actives 0.38% (n = 360,000) | inhibition, % at 12.5 µM;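 active = pattern-corrected inhibition above about 35%, with an unprinted fluorescence ratio check between 0.5 and 1.5, limit read from the data, passing the limit was not always enough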;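 note: 0% = enzyme with substrate and 100% = substrate without enzyme; some results filed as inactive read as strong as hits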
Target sequence (Q92905 whole entry, looked up, one chain of several): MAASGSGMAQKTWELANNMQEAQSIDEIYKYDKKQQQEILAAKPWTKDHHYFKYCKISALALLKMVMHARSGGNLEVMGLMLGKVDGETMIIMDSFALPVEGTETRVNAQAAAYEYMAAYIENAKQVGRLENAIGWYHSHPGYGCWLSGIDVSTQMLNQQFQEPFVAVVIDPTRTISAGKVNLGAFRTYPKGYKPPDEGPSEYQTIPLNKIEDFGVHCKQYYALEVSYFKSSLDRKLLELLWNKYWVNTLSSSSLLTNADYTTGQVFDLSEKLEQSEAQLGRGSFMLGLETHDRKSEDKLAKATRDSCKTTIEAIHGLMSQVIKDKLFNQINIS
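Assay system: Purified human Csn5 enzyme expressed in HEK293T cells | Amount: Enzyme 0.24 nM | Measured by: Fluorescence polarization readout | Medium: Tris/NaCl/DTT buffer, pH 7.5 | Compound dosing: One concentration, 12.5 µM, 0.25% DMSO | Times: 90 min incubation of compound, enzyme and substrate at room temperature | Control set: no-enzyme wells high, enzyme-with-substrate wells low | Read-out: % inhibition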
bovine MsrA act = bovine MsrA enzyme activators, primary screen, biochemical, absorbance, HTS. actives 0.3% (n = 360,000). activation, % at 10.6 µM. Methionine sulfoxide reductase A (Bos taurus). purified bovine MsrA, absorbance read-out; in the data active = activation above about 7.5%;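 note: 0% = vehicle and 100% = reference activator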
Rin1 Abl inh = inhibitors of Rin1-Abl protein binding, primary screen, biochemical, TR-FRET; inhibition, % at 7.35 µM; actives 0.4% (n = 360,000); in the data active = inhibition above about 5%, passing the limit was not always enough
MsrA inh = bovine MsrA enzyme inhibitors, primary screen, biochemical, absorbance, HTS; inhibition, % at 15.5 µM; Methionine sulfoxide reductase A (Bos taurus); AID 651718, 2012; purified bovine MsrA, absorbance read-out; actives 0.75% (n = 360,000); in the data active = inhibition above about 4.5%;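 note: 0% = vehicle wells with enzyme and 100% = reference inhibitor wells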
TbMetRS inhib = T. brucei MetRS inhibitors, primary screen, biochemical, luminescence; purified T. brucei MetRS, ATP depletion, Kinase-Glo luminescence; inhibition, % at 11.9 µM; actives 0.4% (n = 360,000); AID 624268, 2012;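 active = inhibition above a per-plate cutoff of the control wells' mean inhibition plus 3 SD, cut at about 5.5% in these data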;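 note: 0% = DMSO wells median and 100% = median of wells with control inhibitor compound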
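Test system: purified T. brucei MetRS enzyme. Also added: ATP, methionine and E. coli bulk tRNA substrates. Compound: 11.9 µM single point. Schedule: 15 min enzyme-compound preincubation, 2 h reaction, 10 min detection, 25 °C. Signal: luciferase luminescence of residual ATP, Kinase-Glo. Evaluation: percent inhibition versus plate control medians. Controls: DMSO wells, low control.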
eLon inh = inhibitors of E. coli Lon protease, primary screen, biochemical, fluorescence polarization | P0A9M0 | purified E. coli Lon protease | inhibition, % at 7.94 µM | actives 0.42% (n = 360,000); in the data active = inhibition above about 13%, passing the limit was not always enough;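 note: 0% = enzyme with probe and DMSO and 100% = no enzyme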
FAS-TE inh = FAS thioesterase domain inhibitors, primary screen, biochemical, fluorescence intensity, uHTS; recombinant FAS-TE, OMFH fluorogenic substrate, fluorescence endpoint; inhibition, % at 15 µM; actives 0.67% (n = 360,000);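 active = compounds whose normalised, plate-corrected inhibition of enzyme fluorescence in the single-dose primary screen is 50% or more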;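 note: 0% = DMSO with enzyme and 100% = substrate without enzyme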
Neddyl block = inhibitors of cullin neddylation, primary screen, biochemical, TR-FRET, uHTS, NAE and Ubc12; actives 0.58% (n = 360,000); AID 651699, 2012; NEDD8-conjugating enzyme Ubc12 (Homo sapiens) + NEDD8-activating enzyme E1 regulatory …; calls only at 25 µM; in the data active = inhibition above about 36%
PABP1 MLLE inh = inhibitors of PABP1 MLLE–PAM2 peptide binding, primary screen, biochemical, fluorescence polarization, FITC-PAM2, GST-MLLE; Polyadenylate-binding protein 1 (Homo sapiens), P11940; inhibition, % at 20 µM; actives 0.36% (n = 360,000); AID 588489, 2011; in the data active = inhibition above about 35%, passing the limit was not always enough;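 note: plate controls were DMSO wells with GST-MLLE for no effect and wells lacking GST-MLLE protein for full effect; some results filed as inactive read as strong as hits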
Target sequence (P11940 whole entry, looked up): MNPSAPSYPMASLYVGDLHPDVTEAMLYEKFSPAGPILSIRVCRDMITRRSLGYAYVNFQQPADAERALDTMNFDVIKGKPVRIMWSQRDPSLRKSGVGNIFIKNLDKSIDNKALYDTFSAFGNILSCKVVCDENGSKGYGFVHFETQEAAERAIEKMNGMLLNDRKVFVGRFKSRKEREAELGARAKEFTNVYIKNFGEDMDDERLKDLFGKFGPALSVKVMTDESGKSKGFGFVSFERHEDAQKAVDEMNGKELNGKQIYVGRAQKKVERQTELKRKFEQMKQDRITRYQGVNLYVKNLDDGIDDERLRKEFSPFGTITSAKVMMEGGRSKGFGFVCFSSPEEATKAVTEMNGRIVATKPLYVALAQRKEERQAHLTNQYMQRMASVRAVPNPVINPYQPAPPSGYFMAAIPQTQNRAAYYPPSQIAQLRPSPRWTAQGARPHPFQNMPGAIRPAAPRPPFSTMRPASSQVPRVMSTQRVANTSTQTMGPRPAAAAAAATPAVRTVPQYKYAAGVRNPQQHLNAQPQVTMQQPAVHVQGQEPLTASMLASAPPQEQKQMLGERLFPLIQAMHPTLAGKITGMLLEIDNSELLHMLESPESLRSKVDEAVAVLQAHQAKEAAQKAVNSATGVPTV
* = called active by the depositor; i = inactive; · = not tested or not shown.

SMILES	CSN inh	bovine MsrA act	Rin1 Abl inh	MsrA inh	TbMetRS inhib	eLon inh	FAS-TE inh	Neddyl block	PABP1 MLLE inh
Fc1ccccc1NC(=S)Nc1cccc2cnccc12	31	-2	-3	1.7	-0.3	1	-5	i	37*
Cc1ccc(S(=O)(=O)N2CCCC2C(=O)n2nc(C)cc2C)cc1 (stereo not drawn)	-4	-2	-1	0.7	0.5	8	-3	i	6
COc1cc(C(C)=O)ccc1OCC(=O)N(CCC1=CCCCC1)c1c(N)n(Cc2ccccc2)c(=O)[nH]c1=O	7	1	1	0.5	-0.2	-16	20	i	-10
CCC(C)c1ccc(NC(=O)c2ccco2)cc1 (stereo not drawn)	3	-2	2	-0.3	-0.8	-3	10	i	-8
O=C(COC(=O)c1ccc2ccccc2n1)c1ccc(F)cc1	-4	-3	-3	-1.9	-0.1	14	3	i	-6
Cc1cc(Br)c(NC(=O)COC(=O)C2CC2C)c(Br)c1 (stereo not drawn)	-1	-4	1	0.7	0.5	-3	-7	i	-4
N#Cc1cc([N+](=O)[O-])ccc1Oc1cccc(/C=N/NC(=O)c2cccc(Cl)c2)c1	-1	-4	2	·	-0.3	-1	26	i	-9
CCC(SC1=NCCS1)C(=O)Nc1ccc(S(N)(=O)=O)cc1 (stereo not drawn)	3	0	0	0.3	0.1	2	-6	i	41*
Nc1cccc(Oc2ccc3c(c2)C(=O)NC3=O)c1	1	-1	-2	0.5	-0.4	9	-5	i	11
Cc1ccc(-n2c(C(C)n3nc(C)c([N+](=O)[O-])c3C)n[nH]c2=S)cc1 (stereo not drawn)	-2	1	-6	-0.2	-0.1	2	-9	i	-23
c1coc(-c2nc(-c3ccncc3)no2)c1	-1	-1	-5	-0.6	-0.5	-7	2	i	16
CC(C)CCOCC(=O)Oc1ccccc1C(=O)O	-6	0	-1	0.0	0.1	1	-6	i	14
Cc1ccc(N(CC(=O)NCC2CCCO2)S(C)(=O)=O)cc1Cl (stereo not drawn)	2	-1	-2	0.4	-0.6	-2	-6	i	10
C=C1CCN(C(C)C(=O)O)S(=O)(=O)c2ccccc21 (stereo not drawn)	3	-8	2	-0.6	-0.4	-1	-16	i	0
CSCCC1NC(=O)N(CC(=O)Nc2c(C(C)C)cccc2C(C)C)C1=O (stereo not drawn)	0	-3	0	-0.1	0.3	0	-5	i	-25
CC(C)N(C(=O)CSc1nc2ccccc2n1Cc1ccccc1)C(C)C	2	0	-3	-1.2	0.2	0	12	i	-44
C=CCn1c(=S)[nH]c2nc3c(cc2c1=O)CCCC3	3	-7	-4	1.5	-0.9	1	-6	i	-29
Cc1ccc2c(c1)N(CC(=O)NC(C)CCc1ccccc1)C(=O)c1cccnc1O2 (stereo not drawn)	-3	-3	1	-0.7	1.4	5	15	i	7
CC1(C)Cc2nc(N)c(C(=O)NCCO)cc2CO1	5	-3	-5	0.7	0.0	-3	-2	·	-5
CCN(C(=O)Cn1cc(C(F)(F)F)ccc1=O)C1CCS(=O)(=O)C1 (stereo not drawn)	5	-5	4	-0.8	-0.5	4	-11	i	5
COC(=O)[C@]1(CC(C)C)N[C@H](c2ccc(SC3CCCCC3)c(OC)c2)[C@@H]2C(=O)N(C)C(=O)[C@@H]21	-4	-2	1	-1.6	0.2	9	17	i	-3
CNC(=S)Nc1cc(C(=O)N2CCCC2)ccc1N1CCCC1	3	-1	3	-0.8	0.3	-2	-8	i	4
O=C(COc1ncnc2ccccc12)NCCc1ccc(F)cc1	-4	-3	1	0.1	-0.7	1	-3	i	-6
COc1ccc(CC(=O)OC(C)CN2CCOCC2)cc1 (stereo not drawn)	-4	-3	0	1.9	-0.5	10	-2	i	-7
NNC(=O)c1[nH]c(-c2ccccc2)cc1-c1ccccc1	1	-3	3	1.1	-0.3	-7	1	i	-5
CC(Sc1nnc(C2CC2)n1C1CC1)C(=O)NCc1cccs1 (stereo not drawn)	1	-2	-1	-1.0	-0.1	-4	-6	i	-12
C=CCN1c2ccccc2C(=O)C(C)S1(=O)=O (stereo not drawn)	-2	-1	-5	1.1	-0.5	-9	-5	i	10
COc1ccccc1CNC(=O)/C=C/c1ccc(Br)o1	34	2	-3	-0.2	-0.7	6	2	i	-9
OCC1(CCCc2ccccc2)CCN(Cc2ccc(F)cc2)CC1	0	-4	0	0.1	1.9	-3	-5	i	4
O=C(O)CN1C(=O)C2C3C=CC(C3)C2C1=O (stereo not drawn)	1	-1	-4	0.0	0.0	-3	-8	i	12
O=C(O)CCCCCCC1C(=O)NC(=O)N1CCC(O)C1CCCCC1 (stereo not drawn)	2	-3	0	-1.2	-0.8	-12	-5	i	0
COc1c(C)cc(C(=O)C2CCCN(C(=O)c3ccc4cc[nH]c4c3)C2)cc1C (stereo not drawn)	-6	-1	-3	-0.1	-0.6	1	4	i	9
COc1ccc(C(=O)Nc2ccccc2C(=O)NC(Cc2c[nH]c3ccccc23)C(=O)O)cc1 (stereo not drawn)	-7	-2	1	1.7	-0.8	-4	-9	i	-5
CCn1ncc(Br)c1C(=O)Nc1ncc(C)s1	-7	-4	1	-0.3	-0.3	-1	-2	i	-20
C[C@@H]1CCCCO[C@H](CN(C)C(=O)C2CCCCC2)[C@@H](C)CN([C@H](C)CO)C(=O)c2cc(N(C)C)ccc2O1	0	1	1	0.4	1.2	4	-8	i	5
CCSC(C)CC1CC(=O)CC(=O)C1 (stereo not drawn)	0	-6	-3	0.1	-1.2	5	2	i	8
CSc1ccccc1-c1nnc(NC(=O)Cc2ccccc2)o1	-3	-3	-3	2.1	0.3	3	0	i	5
N/C(=N\OC(=O)c1ccco1)c1cccnc1	-1	-4	3	1.7	-0.4	0	-4	i	3
Cc1c(C(=O)Nc2ccccn2)sc2nc3n(c(=O)c12)CCC3	2	-2	-3	2.2	-0.1	-17	-2	i	-14
CCOC(=O)c1c(NC(=O)Cn2nc([N+](=O)[O-])c(Br)c2C)sc2c1CCC(C)C2 (stereo not drawn)	-1	2	2	-0.5	1.0	7	10	i	-6

Records listed so far shown as hits in PABP1 MLLE inh:
mol	CSN inh	bovine MsrA act	Rin1 Abl inh	MsrA inh	TbMetRS inhib	eLon inh	Neddyl block	PABP1 MLLE inh
Fc1ccccc1NC(=S)Nc1cccc2cnccc12	31	-2	-3	1.7	-0.3	1	i	37*
CCC(SC1=NCCS1)C(=O)Nc1ccc(S(N)(=O)=O)cc1 (stereo not drawn)	3	0	0	0.3	0.1	2	i	41*

Returning to the listing; the 4 compounds before the break are reprinted first.
SMILES	CSN inh	bovine MsrA act	Rin1 Abl inh	MsrA inh	TbMetRS inhib	eLon inh	FAS-TE inh	Neddyl block	PABP1 MLLE inh
CSc1ccccc1-c1nnc(NC(=O)Cc2ccccc2)o1	-3	-3	-3	2.1	0.3	3	0	i	5
N/C(=N\OC(=O)c1ccco1)c1cccnc1	-1	-4	3	1.7	-0.4	0	-4	i	3
Cc1c(C(=O)Nc2ccccn2)sc2nc3n(c(=O)c12)CCC3	2	-2	-3	2.2	-0.1	-17	-2	i	-14
CCOC(=O)c1c(NC(=O)Cn2nc([N+](=O)[O-])c(Br)c2C)sc2c1CCC(C)C2 (stereo not drawn)	-1	2	2	-0.5	1.0	7	10	i	-6
C/C=C/COC(=O)c1[nH]c2c(c1C)C(=O)CC(c1ccc(N(C)C)cc1)C2 (stereo not drawn)	-2	0	2	-0.1	-0.3	3	-3	i	10
Cc1cccc(NC(=O)c2cccc(S(=O)(=O)Nc3ccccc3C(=O)O)c2)c1	0	-6	0	0.0	-0.8	-6	-4	i	4
O=C(c1cccs1)N1CCN(c2nc3ccc([N+](=O)[O-])cc3s2)CC1	1	-7	-1	-1.2	-0.5	6	-5	i	-2
Cc1ccccc1-n1nc(C(=O)c2cccs2)cc(-c2nc3ccccc3[nH]2)c1=N	2	-9	-1	0.6	-0.1	-12	15	i	-6
OCC[C@H]1NCc2cc(CO)cc(-c3ccccc3)c21	1	4	0	-0.4	-0.2	-6	7	i	2
CC1CCCN(C(=O)C23CCC(C)(C(=O)C2)C3(C)C)C1 (stereo not drawn)	0	-10	0	0.7	-1.0	0	-13	i	6
COC(=O)C(c1ccccc1)C1(O)CC(C)N(C)CC1C (stereo not drawn)	-1	-7	-3	0.7	-1.1	3	-5	i	0
Cc1cc(CSC(=N)N)c(CSC(=N)N)cc1C	1	-6	4	-0.5	-1.6	-1	-8	i	12
COCCN(C(=O)/C=C/c1cccc([N+](=O)[O-])c1)c1c(N)n(Cc2ccccc2)c(=O)[nH]c1=O	-2	-8	-1	0.3	-0.2	-12	39	i	5
O=C(COC(=O)c1cc(S(=O)(=O)N2CCCC2)ccc1O)NCc1ccccc1	1	0	-1	1.0	-0.4	3	-6	i	13
CC(=O)N1c2ccc(S(=O)(=O)N3CCC(C(=O)N4CCCC(C)C4)CC3)cc2CC1C (stereo not drawn)	2	-3	-2	-0.1	1.1	1	0	i	6
Cc1cc(=O)[nH]c(SCC2(O)C3CC4CC(C3)CC2C4)n1 (stereo not drawn)	2	-11	3	-1.0	-1.7	-6	-13	i	29
C[C@@H]1CN([C@H](C)CO)C(=O)c2cc(C3=CCCCC3)cnc2O[C@@H]1CN(C)Cc1ccccc1C(=O)O	-1	-3	0	-0.1	-0.3	1	-4	i	-16
COc1ccc(NC(=O)CCN2CCOCC2)c(OC)c1	-10	0	-3	2.0	-0.5	7	-6	i	5

One compound at a time (already shown). Order of values: CSN inh, bovine MsrA act, Rin1 Abl inh, MsrA inh, TbMetRS inhib, eLon inh, FAS-TE inh, Neddyl block, PABP1 MLLE inh
Cc1cccc(NC(=O)c2cccc(S(=O)(=O)Nc3ccccc3C(=O)O)c2)c1 is listed as 0, -6, 0, 0.0, -0.8, -6, -4, i, 4
O=C(COC(=O)c1cc(S(=O)(=O)N2CCCC2)ccc1O)NCc1ccccc1 is listed as 1, 0, -1, 1.0, -0.4, 3, -6, i, 13
Cc1cc(CSC(=N)N)c(CSC(=N)N)cc1C is listed as 1, -6, 4, -0.5, -1.6, -1, -8, i, 12
COC(=O)C(c1ccccc1)C1(O)CC(C)N(C)CC1C (stereo not drawn) is listed as -1, -7, -3, 0.7, -1.1, 3, -5, i, 0

Bioassay records from PubChem.
